Bioassay records deposited in PubChem BioAssay by NCI.
yeast rad50: NCI yeast anticancer drug screen, S. cerevisiae rad50 strain | 79,000 tested, 10% active | % growth inhibition at 50 µM;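 further: 0% = growth of vehicle-only cultures of the same strain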
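Genetically altered yeast (DNA repair pathway); compound treatment; growth inhibition vs vehicle ctrl.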
yeast mlh1 rad18: NCI yeast anticancer drug screen, S. cerevisiae mlh1 rad18 strain; % growth inhibition at 50 µM; 79,000 tested, 11% active;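 further: 0% = growth of vehicle-only cultures of the same strain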
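Compound-treated yeast growth, normalised to vehicle controls. Strain bears defined DNA repair mutations.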
mec2-1: NCI yeast anticancer drug screen, S. cerevisiae mec2-1 strain | growth inhibition, % at 50 µM | 79,000 tested, 9% active | AID 157;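 further: 0% = growth of vehicle-only cultures of the same strain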
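Each compound was tested on mec2-1 yeast, a strain altered in DNA damage repair or cell cycle control. Growth inhibition is reported relative to vehicle.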
bub3: NCI yeast anticancer drug screen, S. cerevisiae bub3 mutant strain | % growth inhibition at 50 µM | 78,000 tested, 9.9% active | AID 167;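 further: 0% = growth of vehicle-only cultures of the same strain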
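Mutant yeast screening strain plus compound; vehicle-treated cultures serve as the 0% inhibition reference.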
cln2 rad14: NCI yeast anticancer drug screen, S. cerevisiae cln2 rad14 strain; % growth inhibition at 50 µM; 78,000 tested, 8.3% active; AID 165;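 further: 0% = growth of vehicle-only cultures of the same strain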
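cln2 rad14 yeast strain; compound exposure; growth inhibition read vs vehicle controls.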
sgs1 mgt1: NCI yeast anticancer drug screen, S. cerevisiae sgs1 mgt1 strain | growth inhibition, % at 50 µM | 78,000 tested, 10% active;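 further: 0% = growth of vehicle-only cultures of the same strain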
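Compounds are added to genetically altered yeast, and growth is compared with cultures given vehicle alone to give percent inhibition.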
Starred values were filed as active, the others as inactive; / = not tested or not shown; & = joins results of further samples. No stated cut-off is given here; in the data, active means growth inhibition above about 70%; inactive means the rest.

SMILES	yeast rad50	yeast mlh1 rad18	mec2-1	bub3	cln2 rad14	sgs1 mgt1
CC(=O)[C-](Cl)C(C)=O.CC(=O)[C-](Cl)C(C)=O.CC(=O)[C-](Cl)C(C)=O.[Ru+3]	35	77*	85*	-17	-2	54
CCC(C)C1NC(=O)C2CCCN2C(=O)C(CC(C)C)OC(=O)CCNC(=O)C(C)N(C)C(=O)C(C(C)C)N(C)C1=O (centres undefined)	-1	11	-5	-21	0	1
CCCCCCC[CH2][Sn]([F])([F])[CH2]CCCCCCC	41	40	46	-5	20	7
O=C1CCCC1Cl (centres undefined)	40	57	83*	99*	82*	12
CO[C@H]1C[C@H](O[C@H]2CC[C@]3(C=O)[C@H]4CC[C@]5(C)[C@@H](C6=CC(=O)OC6)CC[C@]5(O)[C@@H]4CC[C@]3(O)C2)O[C@H](C)[C@H]1O	33	32	-11	-6	1	9
CN1C(=O)CC(=O)N(C)P1(=O)Oc1ccccc1	-6	4	3	-2	-2	14
CC(=O)C1(O)CCC2(O)C3(O)CC=C4CC(O)CCC4(C)C3CC(OC(=O)c3ccc(O)cc3)C12C (centres undefined)	8	-50	3	-2	-2	-13
CCC(=O)C(CC(C)[N+](C)(C)C)(c1ccccc1)c1ccccc1 (centres undefined)	-3	6	-5	-18	3	-5
ClC1=C(Cl)C2(Cl)C(C3CO3)CC1(Cl)C2(Cl)Cl (centres undefined)	76*	56	69	90*	34	91*
[O-][Cl+3]([O-])([O-])[O-].[O]=[Ru]=[O].c1ccc(-c2ccccn2)nc1.c1ccc(-c2ccccn2)nc1	22	27	21	14	14	22
CN(C)C1C(=O)C(C(N)=O)=C(O)C2(O)C(=O)C3=C(O)c4c(O)cccc4C(C)(O)C3C(O)C12 (centres undefined)	19	41	-3	35	2	15
C1N2CN3CN1CN(C2)C3.[Cu+2]	-15	-7	-10	-15	-8	-15
C#CC(/C=C/Cl)(CC)OC(N)=O (centres undefined)	2	31	12	56	76*	-2
O=C(CCl)Nc1ccccc1Cl	39	45	10	56	19	26
CC1CC[Si](C)(C)CC12C(=O)NC(=O)NC2=O (centres undefined)	7	-7	2	10	0	20
O=[N+]([O-])c1ccc(/C=C/C=C\c2ccc(S(=O)(=O)F)cc2Cl)cc1	3	16	25	10	2	16
O=C([CH-]C(=O)c1ccccc1)c1ccccc1.O=C([CH-]C(=O)c1ccccc1)c1ccccc1.O=C([CH-]C(=O)c1ccccc1)c1ccccc1.[Cl-].[Hf+4]	88*	88*	90*	91*	/	92*
O=c1c2ccccc2nc(/C=C(\O)c2ccccc2)n1-c1ccccc1Cl	3	-17	-17	-16	15	-2
O=C(CCl)Oc1ccccc1	-47	-28	-34	-60	-11	-27
CCOc1cc(C=O)ccc1O	-26&-3	22&13	-19&-9	-2&-11	-8&4	-1&-14
CC(=O)Nc1ccc(Cl)cc1C(=O)c1ccccc1	7	7	4	3	-42	-7
OCCN1CC1CCCCCC1CN1CCO (centres undefined)	0	7	-11	12	4	8
CC(C)OC(=S)S.[Cu+2]	-7	2	-7	-15	-32	-2
CS(=O)(=O)Oc1c(Cl)cc(S(=O)(=O)F)cc1Cl	66	40	75*	54	46	83*
C=C1N2CCC(CC2)C1(O)c1ccccc1 (centres undefined)	-1	-5	2	4	-7	-13
CC1(C)N=C(N)N=C(N)N1c1cccc(C(=O)Nc2ccc(S(=O)(=O)F)cc2)c1	3	4	-17	-46	31	-3
COC(N)=O	-16	-8	-10	-3	-16	-17
C#CC1(O)CCCCCC1	12	7	3	12	9	-8
S=P12OCCC(CO1)O2 (centres undefined)	8	-3	-9	-8	-24	4
CC1(C)COP(=O)(c2ccccc2)N1 (centres undefined)	-14	-3	-21	-2	-24	-7
CC1=CC(C)C/C=C/C2C3OC3(C)C(C)C3C(Cc4c[nH]c5ccccc45)NC(=O)C23C(=O)C=CC(=O)C1O (centres undefined)	88*	92*	92*	91*	91*	93*
[Cl][Hg][c]1cccc(I)c1N=Nc1ccccc1	82*	70	21	2	5	66
[C-]#[O+].[C-]#[O+].[C-]#[O+].[C-]#[O+].[C-]#[O+].[C-]#[O+].[C-]#[O+].[C-]#[O+].[C-]#[O+].[C-]#[O+].[Mn].[Mn]	-21	-26	-13	4	-72	-15
COP(=O)(OC)C(NC=O)P(=O)(OC)OC	-24	-8	-14	-4	12	-13
NC(=O)C(CBr)NCc1ccccc1 (centres undefined)	0	-11	-14	7	-28	-6
O=C(Cc1ccc(N(CCCl)CCCl)cc1)NC1CCCC1	0	18	-17	-2	-23	-14
N#CCC(N)C(=O)O (centres undefined)	1	9	-11	-9	-34	-12
CCCCCCCCCCCCCCC[As](=O)(O)CCCCCCCCCCCCCCC	22	13	1	7	8	12
CCS(=O)(=O)Cl	33	12	-1	14	-18	0
[N-]=[N+]=NC1(N=[N+]=[N-])C(=O)NN=C(c2ccccc2)C1=O (centres undefined)	84*	80*	91*	90*	87*	88*
Cn1c(=S)[nH]n(CCOc2ccccc2)c1=S	-7	-6	-5	3	-18	-6
O=[N+]([O-])c1ccc(C(Br)Br)cc1	100*	99*	100*	100*	99*	100*
N#Cc1ccc(-c2ccccc2)cc1Cl	6	1	1	10	-21	-2
Cc1ccccc1NC(=O)CBr	98*	98*	99*	98*	96*	99*
N#CC(C#N)=Cc1ccco1	-8	6	6	-4	-42	25
COc1ccc2c(c1O)-c1cc(O)cc3c1[C@@H](C2)N(C)CC3	-25	2	-8	-3	9	-14
CC(C)(C)N1CC(C(=O)c2ccccc2)C1c1ccc([N+](=O)[O-])cc1 (centres undefined)	5	7	21	-14	-8	0
O=C(C1C(c2ccccc2)N1C(c1ccccc1)c1ccccc1)C1C(c2ccccc2)N1C(c1ccccc1)c1ccccc1 (centres undefined)	73*	90*	54	64	24	58
O=[N+]([O-])c1cccc2cccnc12	-11	-2	-14	0	4	7
CCCCCCCCCCCCCCCC(=O)OCC(C[As](=O)(O)O)OC(=O)CCCCCCCCCCCCCCC (centres undefined)	26	14	6	0	10	-15
c1ccc([CH2][Pb]([c]2ccccc2)([c]2ccccc2)[c]2ccccc2)cc1	97*	99*	99*	99*	98*	99*
CS(=N)(=O)CCC(N)C(=O)O (centres undefined) (tested in a mixture with another compound)	5	2	21	18	-2	-13
CC(=O)Oc1ccc([As](=O)(O)O)cc1	6	1	-8	10	-12	4
O=P1(CCBr)NCCCO1 (centres undefined)	-5	8	15	-10	-59	-4
c1ccc(-c2ccc[n+](CCC[n+]3cccc(-c4ccccn4)c3)c2)nc1	3	6	2	-6	-8	-15
N#CS.[Co+3].[NH-]CC[NH-].[NH-]CC[NH-].[NH-]CC[SH2+]	12	10	43	36	3	13
CC(C)(C)[CH2][Hg][Cl]	100*	100*	100*	100*	99*	100*
CC12CCC(OC3OC(CO)C(O)C(O)C3O)C=C1CCC1C2CCC2(C)C(c3ccc(=O)oc3)CCC12 (centres undefined)	62	46	60	61	35	46
Oc1ccc(Br)cc1C1N(Cc2ccc(N(CCCl)CCCl)cc2Cl)CCCN1Cc1ccc(N(CCCl)CCCl)cc1Cl	11	47	63	52	9	24
CCCCCCCCCCCCCCCC[As]1c2ccccc2Nc2ccccc21	4	28	17	7	81*	7

Grouped by structure, those above with a COOH group.
SMILES	yeast rad50	yeast mlh1 rad18	mec2-1	bub3	cln2 rad14	sgs1 mgt1
N#CCC(N)C(=O)O (centres undefined)	1	9	-11	-9	-34	-12
CS(=N)(=O)CCC(N)C(=O)O (centres undefined) (tested in a mixture with another compound)	5	2	21	18	-2	-13

Other compounds follow.
SMILES	yeast rad50	yeast mlh1 rad18	mec2-1	bub3	cln2 rad14	sgs1 mgt1
Cc1ccccc1C[As](C)(=O)O	10	0	2	0	15	0
Cc1ccc(C)c(C(C)NC2=NCCO2)c1 (centres undefined)	-4	19	-8	-10	1	-12
[O-][Cl+3]([O-])([O-])O.[O-][n+]1c2ccccc2nc2ccccc21.[Zn+2]	58	41	36	28	15	19
O=C([CH-]C(=O)c1ccccc1)c1ccccc1.O=C([CH-]C(=O)c1ccccc1)c1ccccc1.O=C([CH-]C(=O)c1ccccc1)c1ccccc1.[OH3+].[Y+3]	92*	91*	94*	92*	/	94*
O=C(CBr)NC1CCCCC1	81*	93*	91*	85*	60	83*
CN(C(=O)Oc1ccccc1)c1ccc(S(=O)(=O)F)cc1	98*	99*	99*	98*	96*	99*
O=C(CC(=O)C(F)(F)C(F)(F)C(F)(F)F)c1ccco1.[Fe]	25	18	25	16	14	24
CC(=O)C(CN(CC(C)C)CC(C)C)C(c1ccccc1)c1c(O)c2ccccc2oc1=O (centres undefined)	80*	82*	74*	79*	83*	85*
O=P(O)(NCCCl)NCCCl	-24	-40	-18	-41	-6	-23
CC1(C(N)Cc2c[nH]c3ccccc23)OCCO1 (centres undefined)	-8	4	0	0	-7	-29
COC1OC2COc3ccccc3OC2C2C1N2C(c1ccccc1)N1C2C(OC)OC3COc4ccccc4OC3C21 (centres undefined)	-7	14	-3	1	-25	-11
COC(=O)C1=COC(C)[C@H]2CN3CCc4c([nH]c5cc(OC)ccc45)C3CC12 (some centres undefined)	-1	-9	-10	-13	1	-8
CC/C(=C\c1ccc(Cl)cc1)[N+](=O)[O-]	13	8	-3	5	-5	53
O=C(CF)Nc1ccc([N+](=O)[O-])cc1	-12	9	-7	0	-16	-6
COc1ccc2c(c1OC(C)=O)C1=CC(=O)CCC13CCNC3C2 (centres undefined)	16	-24	7	-28	27	-14
CC[C@@]1(O)C[C@H](OC2CC(N(C)C)C(O)C(C)O2)c2c(cc3c(c2O)C(=O)c2c(O)ccc(O)c2C3=O)[C@H]1C(=O)OC (some centres undefined)	91*	93*	92*	91*	89*	92*
C[N+](C)=C1C=CC(=C2C=CSC=C2)C=C1	11	90*	10	79*	25	60
O=NN1CCCC1C(=O)O (centres undefined)	1&-11	-2&-14	-12&-17	2&3	4&10	-12&-14
CC[C@@H](C)C(=O)O[C@H]1[C@H](O)[C@H]2[C@@H](CN3C[C@@H](C)CC[C@H]3[C@@]2(C)O)[C@@H]2C[C@]34O[C@@]5(O)[C@@H](OC(=O)[C@](C)(O)[C@@H](C)O)CC[C@@]3(C)[C@@H]5[C@@H](OC(C)=O)[C@@H](OC(C)=O)[C@H]4[C@@]21O	9	26	6	5	13	-24
COc1ccc2c(c1O)-c1c(OC)c(OC)cc3c1C(C2)N(C)CC3 (centres undefined)	0&-31	-5&-6	1&-11	3&-6	-2&20	11&-11

By substructure, those above containing sulfur.
SMILES	yeast rad50	yeast mlh1 rad18	mec2-1	bub3	cln2 rad14	sgs1 mgt1
O=[N+]([O-])c1ccc(/C=C/C=C\c2ccc(S(=O)(=O)F)cc2Cl)cc1	3	16	25	10	2	16
CC(C)OC(=S)S.[Cu+2]	-7	2	-7	-15	-32	-2
CS(=O)(=O)Oc1c(Cl)cc(S(=O)(=O)F)cc1Cl	66	40	75*	54	46	83*
CC1(C)N=C(N)N=C(N)N1c1cccc(C(=O)Nc2ccc(S(=O)(=O)F)cc2)c1	3	4	-17	-46	31	-3
S=P12OCCC(CO1)O2 (centres undefined)	8	-3	-9	-8	-24	4
CCS(=O)(=O)Cl	33	12	-1	14	-18	0
Cn1c(=S)[nH]n(CCOc2ccccc2)c1=S	-7	-6	-5	3	-18	-6
CS(=N)(=O)CCC(N)C(=O)O (centres undefined) (tested in a mixture with another compound)	5	2	21	18	-2	-13
N#CS.[Co+3].[NH-]CC[NH-].[NH-]CC[NH-].[NH-]CC[SH2+]	12	10	43	36	3	13
CN(C(=O)Oc1ccccc1)c1ccc(S(=O)(=O)F)cc1	98*	99*	99*	98*	96*	99*
C[N+](C)=C1C=CC(=C2C=CSC=C2)C=C1	11	90*	10	79*	25	60

This is a subset (hit frequency here may not be typical).
